FEN1 inhibitor – inhibitors of human flap endonuclease 1. P39748. Recombinant FEN1 flap cleavage, fluorescence, 15 min. Potency, µM (top dose mostly 114 µM), for inactives: at the top dose activity change, negative = inhibition, actives largely listed as inhibitors. 0.35% of 390,000 active. AID 588795; note: nearly all actives have a fitted effect of over 65% in size
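Compounds are tested as a concentration series against 10 nM FEN1; after a 15 min room-temperature preincubation, 50 nM substrate starts cleavage, with plate reads at 0 and 15 min. Normalized responses are fitted by a Hill equation.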
TDP1 cell CPT – growth inhibition of DT40 Tdp1-/-;hTDP1 cells with camptothecin (screen for TDP1 inhibitors); chicken DT40 Tdp1-/-;hTDP1 cells + 20 nM CPT, ATP luminescence, 48 h; Potency, µM (doses to about 46.2 µM), inactives show at the highest dose activity change, negative = growth inhibition, actives largely listed as inhibitors; 12% of 420,000 active; note: nearly all actives have a fitted effect of over 55% in size
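Chicken DT40 Tdp1-/- cells complemented with human TDP1, 400 cells/well, exposed to compounds plus 20 nM camptothecin for at least 48 h at 37 C; viability read as ATP content by CellTiter-Glo luminescence.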
GCN5L2 inh – GCN5L2 (KAT2A) acetyltransferase inhibition; GCN5L2 HAT assay, ThioGlo1 CoA-SH fluorescence; Potency, µM (titrated, usually from 58.9 µM), for the others: top-dose activity change, negative = inhibition, actives largely listed as inhibitors; 0.21% of 390,000 active
Target sequence (Q92830 whole entry, looked up): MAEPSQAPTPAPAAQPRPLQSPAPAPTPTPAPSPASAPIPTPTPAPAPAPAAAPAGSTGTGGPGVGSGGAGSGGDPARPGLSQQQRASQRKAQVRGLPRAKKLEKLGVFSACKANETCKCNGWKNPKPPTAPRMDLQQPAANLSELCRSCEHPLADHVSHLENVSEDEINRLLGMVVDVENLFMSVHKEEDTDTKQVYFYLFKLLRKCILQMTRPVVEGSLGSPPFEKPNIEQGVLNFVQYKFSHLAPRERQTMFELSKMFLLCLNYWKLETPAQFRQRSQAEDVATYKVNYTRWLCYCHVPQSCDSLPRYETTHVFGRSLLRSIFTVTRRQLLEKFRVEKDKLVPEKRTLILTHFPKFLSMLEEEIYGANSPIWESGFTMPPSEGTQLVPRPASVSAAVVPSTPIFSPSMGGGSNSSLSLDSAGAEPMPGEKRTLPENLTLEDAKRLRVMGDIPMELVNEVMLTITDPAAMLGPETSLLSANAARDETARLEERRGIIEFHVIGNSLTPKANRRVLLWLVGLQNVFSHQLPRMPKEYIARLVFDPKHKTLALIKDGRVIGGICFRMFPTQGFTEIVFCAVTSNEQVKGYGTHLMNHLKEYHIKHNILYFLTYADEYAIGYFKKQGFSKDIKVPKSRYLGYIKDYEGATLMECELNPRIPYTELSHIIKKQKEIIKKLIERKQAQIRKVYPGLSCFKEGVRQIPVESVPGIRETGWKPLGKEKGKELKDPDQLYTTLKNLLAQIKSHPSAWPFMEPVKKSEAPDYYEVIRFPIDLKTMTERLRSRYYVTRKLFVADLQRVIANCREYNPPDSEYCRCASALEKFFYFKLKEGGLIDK
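Titration-based screen in which CoA formation is detected via maleimide probe ThioGlo1 (50uM) turning fluorescent on thiol reaction; substrates H3(1-25) 75uM and acetyl-CoA 70uM, GCN5L2 20nM, 20 min incubation at room temperature.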
* = called active by the depositor; u = inconclusive; x = no result given; & = joins results of further samples; [ ] = another dose, or the depositor's remark. Calls come from the whole dose curve; as a rule, active = well fitted curve in the direction sought with a large enough effect; inconclusive = small, poorly fitted or top-dose-only effect, or another doubt; inactive = no such curve, though single readings can be large; an effect the other way counts as inactive or inconclusive. % is set by controls: 0 for no effect and ±100 for the full control effect; potency is the fitted concentration of half-maximal effect. These rows are one share of the data (hit frequency here may not be typical).

SMILES	FEN1 inhibitor	TDP1 cell CPT	GCN5L2 inh
O=C(CS(=O)(=O)Cc1ccccc1)Nc1ccc(Cl)cn1	-1%	-1%	1%
O=C(c1ccc(Cl)c(S(=O)(=O)N2CCCC2)c1)N1CCN(c2ccccc2)CC1	-14%	18µM*	-8%
Cc1ccccc1-n1ncc2c(SCC(=O)N3c4ccccc4CC3C)ncnc21 (stereo unspecified)	11%	29µM*	-12%
O=S(=O)(c1ccccc1)N1CCC2(CCCN(Cc3cc(C(F)(F)F)cc(C(F)(F)F)c3)C2)CC1	x	-1%	-22%
O=C1NC(=O)C(c2ccccc2)(C2CCCC2)N1 (stereo unspecified)	2%	0%	x
C#CCOCCOCCOCCNc1nc(N2CCN(C(=O)[C@H](Cc3cc4ccccc4[nH]3)n3cc([C@@H](N)CC(C)C)nn3)CC2)nc(N2CCN(C(=O)[C@H](Cc3cc4ccccc4[nH]3)n3cc([C@@H](N)CC(C)C)nn3)CC2)n1	-16%	u	-3%
CN(C)S(=O)(=O)c1ccc(/C(O)=C2/C(=O)C(=O)N(Cc3cccnc3)C2c2cccs2)cc1 (stereo unspecified)	11%	3%	-5%
O=C(O)c1cc(NC(=O)c2ccc3c(c2)C(=O)N(Cc2cccnc2)C3=O)cc(C(=O)O)c1	-10%	1%	u
Cc1nn(CC(=O)NC2CCS(=O)(=O)C2)c(C)c1S(=O)(=O)N(C)C (stereo unspecified)	-6%	8%	0%
COc1ccc(NC(=O)CN2C(=O)NC(C)(c3ccc(C)cc3)C2=O)c([N+](=O)[O-])c1 (stereo unspecified)	2%	u	-5%
O=S(=O)(/N=C(/NS(=O)(=O)c1ccccc1)c1ccccc1)c1ccccc1	-1%	6%	8%
COc1ccc(C(CNC(=O)COc2ccc(Cl)cc2C)N2CCCCC2)cc1 (stereo unspecified)	15%	u	-12%
Cc1cccc(OCCOc2ccccc2C=C(C#N)C#N)c1	u	u	-4%
CC(NC(=O)COC(=O)c1ccccc1SCC(=O)N1CCCC1)c1ccccc1 (stereo unspecified)	6%	-4%	-9%
C/C(Cn1nc([N+](=O)[O-])cc1C)=N\NC(=O)COc1ccccc1[N+](=O)[O-]	-9%	-8%	-6%
Cc1ccc(/C=C/C(=O)N2CCN(S(=O)(=O)c3c(C)c(C)cc(C)c3C)CC2)o1	-3%	23µM*	19%
COc1ccccc1NC(=O)c1sc2nc(Cc3ccccc3)cc(C(F)(F)F)c2c1N	-18%	-24%	-2%
Fc1ccc2[nH]c3c(N4CCN(c5ccccc5)CC4)ncnc3c2c1	-11%	5.2µM*	u
O=C(c1cnc2c(c1)COc1ccccc1-2)c1ccccc1O	-1%	u	-10%
Cc1ccc(NC=C(S(=O)(=O)c2ccccc2)S(=O)(=O)c2ccccc2)cc1	8%	-17%	-3%
COc1cccc(C(=O)N(CN2CCCC2=O)c2cccc(Cl)c2)c1	-7%	-29%	-4%
COc1cc2c(cc1OC)CN(C(=O)c1sc(-c3cnccn3)nc1C)CC2	-13%	-13%	0%
O=C(Nc1ccc(N2CCCC2)cc1)c1ccc([N+](=O)[O-])cc1Cl	4%	-4%	3%
Cc1c(C)c2ccc(OCC(=O)Nc3ccccc3C(N)=O)cc2oc1=O	20%	7%	3%
O=C(Nc1ccc2nc(SCC(=O)N3CCc4ccccc43)sc2c1)c1ccccc1F	21%	-19%	-6%
CN(C)CCNC(=O)C(=O)NCC1CCCN1S(=O)(=O)c1cccs1 (stereo unspecified)	7%	-17%	-2%
COc1ccc([C@@H]2[C@@H]3C(=O)N(C(C)(C)C)C(=O)[C@@H]3[C@]3(Cc4ccccc4)C(=O)N(c4ccc(OC)cc4)C(=O)N23)cc1	-1%	-3%	0%
C/C(=N\NC(=O)CCc1c[nH]c2ccccc12)c1ccc([N+](=O)[O-])cc1	-2%	u	-6%
O=C(CN(C(=O)CNS(=O)(=O)c1ccccc1)C1CCCC1)NCc1ccco1	0%	-4%	-2%
Cc1ccc(C)c(NC(=O)N2CCN(C)c3ncccc32)c1	-4%	u	2%
Cc1c(NC(=O)CSc2n[nH]c(=O)n2-c2ccccc2)c(=O)n(-c2ccccc2)n1C	8%	u	-8%
CCc1ccc(N2CC(C(=O)NCc3ccc4c(c3)OCO4)CC2=O)cc1 (stereo unspecified)	-13%	19%	0%
CCCCN1CC(O)=C(c2nc(-c3ccc(Br)cc3)cs2)C1=N	13%	-24%	2%
Cc1ccc(Nc2nc(CSc3n[nH]c(N)n3)cs2)cc1	-11%	3%	2%
Oc1ccccc1C(Nc1nccs1)c1ccc2cccnc2c1O (stereo unspecified)	-21%	3.7µM*	-1%
COC(=O)C1C(O)=C(C=Nc2ccc3ccccc3c2)C(=O)CC1(C)C (stereo unspecified)	6%	-5%	-11%
Cc1cc(C)c2nc(N3CCN(C)CC3)c(C#N)cc2c1	5%	-19%	-3%
CC(C(=O)Nc1sccc1C(N)=O)N1C(=O)C2CC=CCC2C1=O (stereo unspecified)	-2%	32%[activator]	1%
COc1cccc(CN2CCN(S(=O)(=O)c3ccc(Cl)s3)CC2)c1	-13%	3%	-8%
O=C(NCc1cc(C(F)(F)F)cc(C(F)(F)F)c1)C1CC(c2ccccc2F)=NO1 (stereo unspecified)	-16%	u	x
COc1ccc(Oc2ncccc2[N+](=O)[O-])cc1	12%	-16%	-1%
O=C(NCC(=O)N1CCN(S(=O)(=O)c2ccccc2C(F)(F)F)CC1)c1sc2ccccc2c1Cl	5%	u	u
Cc1ccc(NC(=O)c2ccc3snnc3c2)cc1C	21%&-14%	28%&-26%	-7%&0%
NC(=O)N/N=C/c1ccccc1OC(=O)c1cc2ccccc2oc1=O	-11%	15%	-2%
COc1ccc(O)c(C(=O)c2cnc3c(c2)c(C)nn3C)c1	-11%	u	-4%
S=C1NCN(Cc2cccnc2)CN1Cc1ccccc1	7%	-25%	-1%
Cc1ccc2nc(-c3ccncc3)[nH]c2c1	8%	0%	-11%
Cc1cc(NC(=O)C(C)SCC(=O)N(Cc2ccccc2)c2ccccc2)no1 (stereo unspecified)	8%	-29%	-4%
COc1cc(OC)c(NC(=O)CCCn2nc(C)c3c(C)n(-c4ccccc4)nc3c2=O)cc1Cl	6%	u	-14%
CCC(=O)NNC(=O)c1cc(COc2cc(Cl)cc(Cl)c2)on1	-14%	-18%	-17%
COc1cccc(Cn2cnc3c2c(=O)n(C)c(=O)n3C)c1	3%	12µM*	1%
CCN(CC)c1cc(Cl)c2nonc2c1N	-5%	7%	-15%
O=S(=O)(Nc1nc2ccccc2nc1N1CCN(CCO)CC1)c1cc(F)ccc1F	0%	23µM*	-9%
O=S(=O)(N/N=C\C=C\c1ccccc1)c1ccccc1	0%	-15%	x
COC1(OC)C(=N/O)/C(=N\O)CCC1O (stereo unspecified)	6%	-15%	-1%
COc1ccccc1NC(=S)NC1CCC(CC2CCC(NC(=S)Nc3ccccc3OC)CC2)CC1 (stereo unspecified)	-3%	10µM*	-5%
CCC(CC)NC(=O)c1cc2c(C)nn(Cc3ccccc3Cl)c2s1	1%	23µM*	-11%
Cc1ccc(S(=O)(=O)NC2CCCCCC2)cc1C(N)=O	-5%	u	-23%
COc1ccc(Cl)cc1NC(=O)Cn1c(=O)oc2cc(S(=O)(=O)N3CCCCCC3)ccc21	-1%	u	3%
COc1ccc(CCNC(=O)C(=O)c2c[nH]c3ccccc23)cc1OC	-2%	-26%	-10%
Carrying on.
SMILES	FEN1 inhibitor	TDP1 cell CPT	GCN5L2 inh
COc1c2c(nc3ccccc13)OC(C(C)(O)COC(C)=O)C2 (stereo unspecified)	1%	1%	-6%
O=C(O)c1cc([N+](=O)[O-])cc2c1nnn2O	-10%	u	0%
Cc1ccc(NC(=O)/C(=C\c2cccc([N+](=O)[O-])c2)NC(=O)c2cccs2)cc1	-1%	-20%	-12%
O=C(CSc1nc(-c2ccccc2)cc(=O)[nH]1)N1CCOCC1	-2%	-12%	x
C=CCN1C(=O)C(=O)N(CC(=O)c2ccc3c(c2)CCCC3)C1=O	7%	-2%	-3%
Cc1csc(SCC(=O)c2c(N)n(CC(C)C)c(=O)n(C)c2=O)n1	3%	16µM*	-8%
CC(Sc1nc2c(c(=O)[nH]1)CCCC2)C(=O)Nc1ccccc1C#N (stereo unspecified)	-13%	-28%	-4%
CCN(CC(=O)Nc1ccc(NC(C)=O)cc1)C(=O)C12CC3CC(CC(Cl)(C3)C1)C2	12%	-3%	-13%
O=C(CCCN1C(=O)C(c2ccccc2)Oc2cccnc21)Nc1ccccc1Cl (stereo unspecified)	13%	-6%	-2%
CCOC(=O)CN1CC23C=CC(O2)C(C(=O)Nc2ccc4c(c2)OCO4)C3C1=O (stereo unspecified)	-12%	11%	0%
O=C1NC(=O)/C(=C\c2ccc(Cl)cc2Cl)N1	-8%	8%	x
CCC(=O)Nc1ccc(C(=O)NNC(=O)Cc2ccccc2)cc1	0%	3%	26%
CCOc1ccc(-c2cc3c(=O)n(Cc4nc(-c5cccc(OC)c5OC)oc4C)ccn3n2)cc1Cl	-16%	-5%	0%
CNc1nc(C)c(C(=O)OCc2ccccc2)s1	-5%	-8%	-4%
Cc1oc2c(C)c3oc(=O)c(CCC(=O)NCCCN4CCCC4=O)c(C)c3cc2c1C	-12%	-26%	-14%
COc1cccc(NC(=S)N(CCN(C)C)C(C)c2cccnc2)c1 (stereo unspecified)	-7%	-4%	-7%
O=C(CSc1nnc2c(Cl)cc(C(F)(F)F)cn12)NCc1ccc(F)cc1	-3%	4%	-13%
CN(C1CCCCC1)S(=O)(=O)c1ccc(NC(=O)C2CCCCC2C(=O)O)cc1 (stereo unspecified)	4%	28%	1%
CN1CCc2c(sc(NC(=O)c3ccc(S(=O)(=O)N4CCOCC4)cc3)c2C(N)=O)C1	-13%	-22%	-3%
O=C(CSc1n[nH]c(=O)n1C1CC1)c1c[nH]c2ccccc12	1%	-24%	-9%
O=C(c1ccco1)N1CCN(C(=O)c2cnn3c(C(F)(F)F)cc(-c4cccs4)nc23)CC1	-17%	-24%	-8%
Cc1cccc(OCC2=NS(=O)(=O)c3ccccc3N2)c1	-2%	-22%	14%
O=C(CCSc1ccccc1)NC1CCCC1	2%	-18%	-5%
CN(C)c1ccc(C(CNS(=O)(=O)c2ccc(F)cc2)c2c[nH]c3ccccc23)cc1 (stereo unspecified)	u	u	-11%
O=C(NCC1CCCO1)C(c1cccs1)N(Cc1cccs1)C(=O)Cn1nnc(-c2cccs2)n1 (stereo unspecified)	4%	16µM*	-5%
S=c1[nH]nc(-c2ccccc2Cl)n1/N=C/C=C/c1ccco1	-17%	1%	-15%
Cc1cc(C)n(/N=C/c2ccc(O)cc2)c(=O)c1C#N	5%	-22%	-1%
C=CCNC(=O)NC(=O)COC(=O)/C(C#N)=C/c1cc(C)n(CCC(C)C)c1C	-14%	-27%	-1%
COc1cc(NC(=O)CC2C(=O)N(c3ccccc3)C(=O)N2Cc2ccc(F)cc2)cc(OC)c1 (stereo unspecified)	-7%	13µM*	1%
Cn1c(COc2ccc(Cl)cc2)nnc1SCC(=O)NC1CCCCC1	-8%	2%	x
COc1ccc(CCNC(=O)CCCN2C(=O)c3ccccc3C2=O)cc1	4%	4%	4%
CCn1ccnc1[C@@H]1C[C@H]2CN(c3ccccc3OC)C(=O)[C@]23CCCN13	-1%	-16%	1%
